# Assay outcomes deposited in PubChem by several laboratories.
# Arr AP2 block = inhibitors of beta-arrestin/AP2 binding, primary screen, biochemical, GPCR trafficking, flow cytometry. beta-arrestin 1 C-terminal peptide binding to AP2 beta2-adaptin appendage (human). FITC-arrestin peptide / GST-AP2 beads; AP2 beta2 appendage carries R879A mutation. inhibition, % at 10 µM. hit rate 0.31% among 340,000. AID 504490, 2011;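 active = inhibition above a set limit, near 3 SD of compounds lacking own fluorescence, cut at about 54% in these data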;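 note: plate controls were DMSO wells for no effect and 5 µM unlabelled arrestin peptide for full effect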
#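 Measured by: flow cytometry, FL1 (488/535 nm); Material: AP2 appendage R879A on GSH beads; Evaluation: percent response; Timing: pre-incubation 12 min, peptide binding 1 h, room temperature; Also added: 50 nM FITC-arrestin peptide; Medium: PBS with 0.05% Tween 20 and 0.1% BSA.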
# cardiac RTF act = cardiac RTF calcium sensitivity activators, primary screen, biochemical, IANBD-TnC fluorescence, EC20 calcium; activation, % at 7.2 µM; IANBD-labeled TnC RTF fluorescence at EC20 calcium; 0% EC20 calcium, 100% full calcium; AID 493008, 2010; hit rate 0.24% among 340,000; Troponin I, cardiac muscle (Homo sapiens) + Troponin T, cardiac muscle (Homo sapiens) + …;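 active = activation above the mean over all tested compounds plus 3 SD, cut at about 30% in these data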;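 note: rise in fluorescence read as greater calcium sensitivity of cardiac thin filaments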
# Pemphigus Ab inh = inhibitors of pemphigus antibody binding to DSG3, primary screen, biochemical, bead-based, flow cytometry, scFv-GFP | binding (percent of control), % at 10 µM | hit rate 0.48% among 310,000 | AID 588358, 2011 | Desmoglein-3 (Homo sapiens), P32926 | DSG3-coupled beads, scFv-anti-DSG3-GFP binding; stronger effect = lower value;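 active = binding more than 3 SD below its plate's average and above zero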; note: some compounds called inactive have numbers as strong as hits
# MOR-DOR inv ag = inverse agonists of MOR-DOR heterodimerization, primary screen, cell-based, luminescence; Mu-type opioid receptor (Homo sapiens) + Delta-type opioid receptor (Homo sapiens), …; cell-based MOR-DOR heterodimer luminescence, inverse agonism; inhibition, % at 9.3 µM; hit rate 0.21% among 340,000; AID 504357, 2011; in the data active = inhibition above about 22%, passing the limit was not always enough;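 note: 0% = cells with DMSO and 100% = wells without cells with DMSO; values of inactives mirror those of a sister screen read the other way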
# V-ATPase pHluor = regulators of yeast V-ATPase proton pumping, primary screen, pHLuorin cytosolic pH fluorescence. response, % at 10 µM. AID 504577, 2011. hit rate 0.37% among 350,000. S. cerevisiae; in the data active = response mostly above about 7.3%, no sharp cut-off; inactive = mostly below about 5.4%; note: actives read high; inactives centre near 0; some compounds called inactive have numbers as strong as hits; reference of the scale not given here
# LANA DNA inh = inhibitors of KSHV C-LANA binding to DNA, primary screen, biochemical, fluorescence polarization, FAM-LBS DNA, MBP-C-LANA, single point; Kaposi's sarcoma herpesvirus LANA C-terminal domain (residues 932-1162) DNA binding; inhibition, % at 9 µM; hit rate 0.078% among 340,000; AID 504423, 2011;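 active = highest replicate inhibition at or above 60% at 9 µM, even if other replicates fall short; inactive = all replicates below 60% inhibition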;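 note: 0% = neutral control wells and 100% = 4 µM acridine orange control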
# RTF Ca sens inh = cardiac RTF calcium sensitivity inhibitors, primary screen, biochemical, IANBD-TnC fluorescence, EC70 calcium. hit rate 0.12% among 340,000. Troponin I, cardiac muscle (Homo sapiens) + Troponin T, cardiac muscle (Homo sapiens) + …. inhibition, % at 7.15 µM. IANBD-labeled cardiac RTF, Ca2+ fluorescence;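 active = inhibition above the mean inhibition of all tested compounds plus 3 SD, cut at about 17% in these data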;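 note: assay run at fixed EC70 calcium of 1.6 mM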
# Keap1-Nrf2 PPI = Keap1-Nrf2 protein-protein interaction inhibitors, primary screen, biochemical, fluorescence polarization, single point. Kelch-like ECH-associated protein 1 (Homo sapiens), Q14145. Keap1 Kelch-Nrf2 peptide fluorescence polarization, 1536-well. inhibition, % at 9.4 µM. hit rate 0.15% among 340,000. AID 504523, 2011; in the data active = inhibition above about 12%;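 note: human Keap1 Kelch domain with fluorescein labeled Nrf2 9mer peptide probe; 0% = neutral control wells and 100% = peptide positive control; higher means more block of Keap1 binding to Nrf2 peptide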
# Target sequence (Q14145 whole entry, looked up, the tested form may be a part): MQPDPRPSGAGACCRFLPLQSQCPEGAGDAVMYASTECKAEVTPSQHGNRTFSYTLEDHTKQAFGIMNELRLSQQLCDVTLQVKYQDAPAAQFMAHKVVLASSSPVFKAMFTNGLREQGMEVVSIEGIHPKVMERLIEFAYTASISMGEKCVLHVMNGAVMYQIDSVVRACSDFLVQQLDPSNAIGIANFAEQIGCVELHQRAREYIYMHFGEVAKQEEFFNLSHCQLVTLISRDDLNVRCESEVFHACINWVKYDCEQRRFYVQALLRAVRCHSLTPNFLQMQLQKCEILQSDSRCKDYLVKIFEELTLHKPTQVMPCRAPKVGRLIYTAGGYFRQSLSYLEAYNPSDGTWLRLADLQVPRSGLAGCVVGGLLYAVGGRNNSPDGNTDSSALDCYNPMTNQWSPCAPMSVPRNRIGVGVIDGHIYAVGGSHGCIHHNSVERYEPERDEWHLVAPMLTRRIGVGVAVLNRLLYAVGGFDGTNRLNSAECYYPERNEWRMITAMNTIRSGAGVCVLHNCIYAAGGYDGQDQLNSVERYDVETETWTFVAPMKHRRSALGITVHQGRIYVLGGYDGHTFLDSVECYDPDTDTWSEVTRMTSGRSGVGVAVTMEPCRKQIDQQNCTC
# Wnt act = Wnt/beta-catenin pathway activators, primary screen, cell-based, plate reader, single point. Wnt/beta-catenin reporter cell assay, activator. activation, % at 9.35 µM. hit rate 1.2% among 300,000. AID 743398, 2014; in the data active = activation above about 30%, passing the limit was not always enough;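 note: 0% = neutral control wells and 100% = positive control wells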
# MOR-DOR ag = agonists of OPRM1-OPRD1 heterodimerization, primary screen, cell-based, luminescence; Mu-type opioid receptor (Homo sapiens) + Delta-type opioid receptor (Homo sapiens), …; cells; activation, % at 9.3 µM; hit rate 0.3% among 340,000; in the data active = activation above about 18%;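 note: 0% = vehicle-treated cells and 100% = reference agonist; values of inactives mirror those of a sister screen read the other way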
# Starred values were filed as active, the others as inactive; . = not tested or not shown; & = joins results of further samples.
SMILES,Arr AP2 block,cardiac RTF act,Pemphigus Ab inh,MOR-DOR inv ag,V-ATPase pHluor,LANA DNA inh,RTF Ca sens inh,Keap1-Nrf2 PPI,Wnt act,MOR-DOR ag
CC1CCC(NC(=O)COC(=O)CCC(=O)c2ccc(Cl)s2)CC1 (centres undefined),20,-4,88,-11,3,1.3,-4,-2,2,1.7
Cc1ccc(O)c(CO)n1,-13,-2,99,10,-1,-2.6,4,0,2,-1.7
COc1cc2c(cc1OC)CN(C(=O)CCc1c[nH]c3ccccc13)[C@H](C(=O)O)C2,-19,-9,97,17,2,1.9,-3,0,0,-3.8
COc1cc([N+](=O)[O-])cc(CN2CCCCC2)c1O,4,0,99,14,-1,1.0,0,-6,-1,-2.6
COCCNC(=O)CSc1ccccc1C(=O)O,4,0,100,5,-2,-0.3,-7,3,0,-0.9
CN1C[C@@H]2C[C@@H](C3=Cc4cc(Cl)ccc4OC3)N3CCC[C@@]23C1=O,-5,9,111,5,1,1.9,-4,-1,.,-0.9
Cc1cc(C)c(NC(=O)C2CCCN2CCOC(=O)c2ccccc2)c(C)c1 (centres undefined),-1,-3,86,-4,1,-1.8,-5,-7,-2,0.6
CCCc1nnc(NC(=O)CCC(=O)N2CCCCC2)s1,-5,-5,.,11,1,-0.8,-1,5,21,-2.1
Cc1cc(=O)oc2cc(OCC(=O)Nc3c(Cl)cccc3C(F)(F)F)ccc12,-4,-4,102,22,0,2.2,-1,-5,0,-4.2
CCc1ccc(CCC(=O)Nc2ccc(Cl)cc2)o1,39,-8,118,8,-2,-0.9,0,-2,4,-1.6
Cc1ccc(N2CC(C(=O)Nc3ccc(S(=O)(=O)Nc4nccs4)cc3)CC2=O)cc1C (centres undefined),-2,-7,102,6,-5,-0.9,-50,1,-1,-1.2
C#CCCc1ccccc1/C=[N+](/C)[O-],1,6,105,-40,5,-0.7,-13,-4,5,7.4
CC(=O)c1c(C)[nH]c(C(=O)COC(=O)c2nccnc2N)c1C,-1,5,102,18,1,-1.3,-2,-7,1,-4.5
CCc1ccc(C(=O)O)cc1,4,-1,96,15,-2,2.7,-6,3,1,-3.0
CCN(CC(=O)Nc1ccc(NC(C)=O)cc1)C(=O)/C=C/c1ccc([N+](=O)[O-])cc1,-10,-7,93,2,-1,0.8,-7,-3,3,-0.3
CCCCNc1c(-c2ccc(SC(C)CC)cc2)nc2ccccn12 (centres undefined),21,-2,96,1,0,-0.1,0,0,19&-1,-0.2
O=C(C1=C[C@@H](c2ccc(Br)cc2)C[C@@H](OCc2ccc(CO)cc2)O1)N1CCOCC1,28,0,91,15,-6,0.8,-10,1,-4,-2.8
O=C1c2cccnc2C(=O)N1CO,-1,-8,.,12,1,-0.4,-9,4,-1,-2.9
COCCCNC(=O)CCn1c(=O)c2ccccc2n(CC(=O)Nc2ccccc2C)c1=O,5,2,107,8,-2,-1.4,1,-1,.,-1.3
COc1ccc(NC(=O)C2C3C=CC(O3)C2C(=O)O)cc1 (centres undefined),-1,2,125,-8,0,6.4,-1,7,2,1.5
CCOc1cccc(C(=O)Nc2cccc(C(C)=O)c2)c1,-7,5,121,12,0,0.7,5,3,15,-2.2
CC(Sc1nc(-c2ccccc2)cc(C(F)(F)F)n1)C(=O)N1CCCC1 (centres undefined),9,2,98,9,-1,0.2,5,-2,-2,-1.5
CCN(C(=O)COC(=O)c1cn(-c2ccccc2)nc1-c1ccccc1)C1CCS(=O)(=O)C1 (centres undefined),-32,7,110,-1,-3,2.5,-4,6,-1,0.2
Cc1nnc2sc(SCC(=O)N3CCCCC3)nn2c1=O,31,4,109,10,1,-1.8,-2,1,0,-2.4
N#CCCN(C(=O)COC(=O)c1cccc(S(=O)(=O)N2CCCCCC2)c1)c1ccc(F)cc1,5,-5,.,20,5,0.5,-8,-3,2,-5.2

# The results go on:
SMILES,Arr AP2 block,cardiac RTF act,Pemphigus Ab inh,MOR-DOR inv ag,V-ATPase pHluor,LANA DNA inh,RTF Ca sens inh,Keap1-Nrf2 PPI,Wnt act,MOR-DOR ag
O=Cc1cn(CCOc2ccccc2F)c2ccccc12,-11,8,91,4,2,-3.6,-7,-6,-1,-1.0
O=C(Cn1cnc2scc(-c3ccc(Cl)cc3)c2c1=O)N1CCOCC1,-3,4,99,11,0,-0.4,1,-5,-1,-2.1
O=C(C1COc2ccccc2O1)N1CCc2ccccc2C1 (centres undefined),0,0,106,6,1,-0.6,-5,-4,.,-1.5
O=C(Nc1ccc(S(=O)(=O)N2CCCCC2)cc1)C1CCN(C(=O)c2ccc(F)cc2)CC1,-9,-1,100,0,3,-1.1,-4,1,-3,0.1
O=C(COC(=O)Cc1c[nH]c2ccccc12)NC1CCS(=O)(=O)C1 (centres undefined),-21,-2,96,18,5,-0.1,-9,0,-4,-3.5
CCOC(=O)N1CCN(C(=O)c2cc(-c3ccc(F)cc3)[nH]c2C)CC1,25,-4,99,2,-5,-0.8,-13,-3,-1,-0.4
Cc1cc(C)n(-c2nc3c(c(=O)n(C)c(=O)n3C)n2C)n1,7,4,107,4,1,0.4,-2,2,.,-0.8
Cc1cnc(C(=O)OCC(=O)Nc2ccc(C)c(S(=O)(=O)N(C)C)c2)cn1,-7,4,109,9,-4,-0.8,0,-2,-3,-1.7
Cc1ccc(-c2nc3s/c(=C\c4ccco4)c(=O)n3n2)cc1,-2,-6,80,2,4,2.8,-4,-4,8,-0.4
CCOc1cc(C(=S)N2CCCC2)ccc1O,44,1,113,9,-1,0.2,-12,-5,1,-1.9
CC(NCc1ccc(-c2ccccc2)cc1)C(O)c1ccccc1 (centres undefined),-29,1,100,-38,7,0.7,-6,-6,-4,7.5
CCOC(=O)[C@@H]1[C@H]2COc3ccc(Br)cc3[C@@H]2N2C(=O)N(c3ccc(F)cc3)C(=O)[C@@]12C,-9,-3,100,-5,-2,-1.2,6,-1,0,0.8
CC(C)(C)c1ccc(-c2nc3c(C#N)c(-c4ccc5c(c4)OCO5)ccn3n2)cc1,-6,2,109,16,0,0.7,-2,-2,0,-3.4
COc1cccc(CNC(=O)C2CCC(=O)N(CC3CCCCC3)C2)c1OC (centres undefined),-16,1,113,10,2,0.8,-6,-5,1,-1.8
CCOC(=O)c1c(-c2ccccc2)oc2cc(Br)c(O)c(C=O)c12,5,3,.,-17,2,1.1,-11,-1,-2,3.8
O=C(/C=C/c1ccc(Br)o1)OCc1ccccc1,4,-2,103,-22,1,1.1,-7,3,.,3.7
O=C(CS(=O)(=O)c1ccc(Cl)c(Cl)c1)Nc1ccccc1Cl,8,4,102,-13,-1,-1.1,2,-6,.,2.6
O=C(c1cccc(Br)c1)N1CCN(C2=NS(=O)(=O)c3ccccc32)CC1,-7,-2,99,22,-1,-0.4,1,4,3,-3.1
Cc1ccc(C(C)(C)C)cc1S(=O)(=O)NC(=O)c1ccccc1,-7,-1,99,16,0,-1.0,-2,-1,-5,-3.0
CCOC(=O)c1ccc(Oc2nc(OC)nc(N(C)C)n2)cc1,8,3,.,5,-1,0.6,3,1,0,-0.9
Nc1ccc(NS(=O)(=O)c2ccccc2)cc1,-7,-3,95,-11,1,0.3,-21,.,-9,2.2
O=c1[nH]c2cc3c(cc2cc1CN(CCc1ccccc1)Cc1nnnn1CC1CCCO1)OCO3 (centres undefined),12,5,110,-2,2,-1.3,-7,-2,.,0.3
CC1C(C#N)=C(N)OC2=C1C(=O)CCC2 (centres undefined),-7,-6,.,10,3,-0.8,3,0,.,-2.4
CS(=O)(=O)N(CC(=O)Nc1ccccc1Sc1ccccc1)c1cccc(Br)c1,4,-6,108,-38,-4,0.6,2,6,.,6.6
C=CCN(Cc1cccc(OC)c1OC)C(=O)Oc1ccccc1,-2,1,101,1,-5,0.6,-16,1,-3,-0.2

# Continued.
SMILES,Arr AP2 block,cardiac RTF act,Pemphigus Ab inh,MOR-DOR inv ag,V-ATPase pHluor,LANA DNA inh,RTF Ca sens inh,Keap1-Nrf2 PPI,Wnt act,MOR-DOR ag
Cn1c(Cc2ccccc2)nnc1SCC(=O)NCCc1ccccc1,22,-2,90,6,1,-1.5,-6,4,1,-1.1
Cc1ccccc1Nc1nc2nonc2nc1N1CCOCC1,4,-8,98,25,-1,-1.8,3,-4,-2,-4.7
CCCCC(=O)Nc1ccc(S(=O)(=O)Nc2nccc(C)n2)cc1,7,-2,101,-3,0,0.8,2,1,3,0.6
COCCN1C(=O)/C(=C/c2cc3c(cc2Br)OCO3)NC1=S,-1,2,98,-1,4,2.0,-10,-5,1,0.3
O=C(c1cccc(Cl)c1)N1CCN(c2ccccn2)CC1,18,3,98,17,-2,-0.3,3,3,.,-3.1
Cn1c(CCN2CCCCC2)nc2cc(NS(=O)(=O)c3ccc(F)cc3)ccc21,19,4,99,14,0,-1.6,12,-1,-11,-2.4
Cc1cc(C)c2cc(C)c(SCC(=O)NCc3ccco3)nc2c1,0,-6,107,-21,0,0.6,-37,-1,.,4.0
Nc1ccc(Nc2ccccc2)cc1,10,-29,115,-3,-3,-0.9,8,1,.,0.5
COc1ccc2[nH]c3c(c2c1)CCN1C(=O)C(CC(=O)NCCC2=CCCCC2)C[C@H](C(=O)N2CCOCC2)[C@@]31CCC1CCCC1 (some centres undefined),4,-3,91,15,0,-0.7,-3,-2,-2,-3.1
Cc1ccc(-c2csc3nc(SCC(=O)Nc4ccc(Cl)c(C(=O)O)c4)[nH]c(=O)c23)cc1,30,0,95,-2,-4,1.0,-2,-3,5,0.4
Cc1cccc(N2CCN(C(=O)CCS(=O)(=O)c3ccc(Br)cc3)CC2C)c1 (centres undefined),1,-10,98,-16,-1,7.1,-13,-1,-5,3.1
COc1ccc(C)cc1NC(=O)c1sc2nc(C)nc(N3CCOCC3)c2c1C,20,-5,.,7,-2,2.1,4,0,-5,-1.1
Cc1cc(C)nc(N/N=C/c2cccc(Cl)c2)n1,33,2,108,14,0,0.0,7,3,2,-2.6
O=C(CSc1ccc2c(c1)OCCO2)NCc1ccccc1,-30,8,104,0,4,-0.3,-9,-4,-1,-0.1
